IL-2 act – IL-2 activation; IL-2 activation reporter assay, cell-based qHTS; stimulated with anti-CD3/CD4/CD28 beads; in transgenic mouse T cells; activation, % (series mostly up to about 46 µM); 360,000 compounds, 0.065% hits; AID 652025; in the data active means activation above about 50%; inconclusive means mostly about 30% to 49%; further: 0% is about no effect
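Screening format: compound pinned onto unstimulated transgenic mouse T cells, 60 min incubation, then anti-CD3/anti-CD4/anti-CD28 bead stimulation for 18 hours at 37 degrees C, followed by EGFP and DsRed detection.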
FUS yeast rescue – rescues growth of FUS-expressing yeast. 390,000 compounds, 0.24% hits. AID 1347120. Potency, µM (doses to about 76.6 µM), for inactives: top-dose growth rescue (activation), most hits filed as activators. S. cerevisiae FUS-expressing, growth rescue, OD600, 24 h;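 further: potency means the concentration at half of the fitted maximal effect; plate controls were DMSO vehicle for no effect and reference control for full effect; nearly all actives have a fitted effect of over 55% in size; some results filed as inactive show a strong effect at the top dose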
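Yeast FUS proteinopathy model; galactose-induced FUS (2%), starting OD 0.005. Cpds in dilution series, 24hr, 30C, 99% humidity. Abs 600 nm growth. Pos ctrl CP55940 (top 92uM final); neg ctrl DMSO.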
Abeta yeast res – restores growth of yeast expressing A-beta42 peptide. yeast expressing A-beta42, growth rescue, OD600, 48 h; response scale: 0% DMSO, 100% iron-clioquinol control. Potency, µM (titrated, usually from 46.1 µM), inactives show at the top dose growth rescue, usual class: activators. 410,000 compounds, 0.063% hits. AID 1347071; further: potency means the concentration at half of the fitted maximal effect; nearly all actives have a fitted effect of over 55% in size
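Yeast growth medium received pinned compounds, then yeast cells expressing toxic A-beta were added; plates incubated at 30 C for 48 hr. Growth read as absorbance at 600 nm, normalized to DMSO and equimolar FeCl3 plus clioquinol controls.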
PLK1 PBD block – PLK1 (human) polo-box domain binding inhibition | 360,000 compounds, 2.8% hits | Potency, µM, for the others: max response, negative = inhibition, hits mostly inhibitors | Plk1 PBD binding of FITC phosphopeptide, fluorescence polarization; further: potency means the concentration at half of the fitted maximal effect; series mostly up to about 57 µM; on the % scale 0 is the no-effect control and ±100 the full control effect; nearly all actives have a fitted effect of over 65% in size
PI5P4Ka inh – blocks human PI5P4K alpha kinase activity; P48426; PI5P4Kalpha enzyme, ADP-Glo luminescence, 60 min; active compounds read low; max response, %; 330,000 compounds, 1.2% hits; AID 652105; active means max response of -50% or lower; inconclusive means between -30% and -50%; inactive means -30% or higher; further: value at the top dose of about 77 µM; on the % scale 0 is the no-effect control and ±100 the full control effect
Target sequence (P48426 whole entry, looked up): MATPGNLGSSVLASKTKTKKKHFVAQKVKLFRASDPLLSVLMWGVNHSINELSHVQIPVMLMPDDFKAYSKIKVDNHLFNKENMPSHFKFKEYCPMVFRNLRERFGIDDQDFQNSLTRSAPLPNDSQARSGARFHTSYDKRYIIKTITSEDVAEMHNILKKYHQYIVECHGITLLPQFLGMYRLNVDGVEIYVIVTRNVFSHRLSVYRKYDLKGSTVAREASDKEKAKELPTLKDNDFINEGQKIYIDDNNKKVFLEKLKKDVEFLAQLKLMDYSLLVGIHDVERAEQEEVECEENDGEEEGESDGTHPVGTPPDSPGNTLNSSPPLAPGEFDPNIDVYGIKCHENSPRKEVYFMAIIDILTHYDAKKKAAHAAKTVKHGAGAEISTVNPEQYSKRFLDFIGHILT
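Compounds were pin-transferred onto PI5P4Kalpha and substrate in HEPES pH 7.4 buffer with EGTA, CHAPS and 5% DMSO. ATP (5 microM final) started the reaction, which ran 60 minutes at room temperature before ADP-Glo detection.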
EPAC1 antagonist – blocks human EPAC1 exchange factor; EPAC1 GEF assay, Rap1b-BODIPY-GDP exchange fluorescence; Potency, µM (top dose mostly 115 µM), inactives show top-dose activity change, negative = inhibition, hits mostly inhibitors; 360,000 compounds, 0.14% hits;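 further: potency means the concentration at half of the fitted maximal effect; plate controls were vehicle for no effect and positive control for full effect; nearly all actives have a fitted effect of over 50% in size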
WRN inhibitor – inhibitors of human WRN helicase | Q14191 | WRN helicase unwinding, fluorescent forked duplex, kinetic | Potency, µM (doses to about 114 µM), inactives show at the top dose activity change, negative = inhibition, actives largely listed as inhibitors | 360,000 compounds, 0.46% hits | AID 651768; further: potency means the concentration at half of the fitted maximal effect; on the % scale 0 is the no-effect control and ±100 the full control effect; nearly all actives have a fitted effect of over 55% in size
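Screening of the MLSMR collection measured strand separation of a quenched forked DNA duplex (100 nM) by 20 nM WRN with 2 mM ATP, all final. Compounds were preincubated with enzyme 15 min at room temperature.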
EPAC1 agonist – activates human EPAC1 exchange factor; EPAC1 agonist qHTS, biochemical assay; response scale: 100% = response to 6.5 mM cAMP; Potency, µM (series often up to 154 µM), inactives show top-dose activation, most hits filed as activators; 360,000 compounds, 0.073% hits; AID 720707; further: potency means the concentration at half of the fitted maximal effect; nearly all actives have a fitted effect of over 60% in size
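Fluorescent GDP-exchange assay: 100 nM EPAC1 with 250 nM Rap1B preloaded with BODIPY-GDP and 50 uM GDP; compounds tested as concentration series, 5 min at room temperature, then read every 5 min for 30 min (ex 480/em 540 nm); normalized to 6.5 mM cAMP.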
* hit, by the source's call; ? = inconclusive; · = no result given; & = joins results of further samples; [ ] = another dose, or the depositor's remark. Unless noted, the call rests on the fitted dose curve; in most records, active means well fitted curve in the direction sought with a large enough effect; inconclusive means small, poorly fitted or top-dose-only effect, or another doubt; inactive means no such curve, though single readings can be large; an effect the other way counts as inactive or inconclusive.

Values run as follows: IL-2 act	FUS yeast rescue	Abeta yeast res	PLK1 PBD block	PI5P4Ka inh	EPAC1 antagonist	WRN inhibitor	EPAC1 agonist
- O=C(N/N=C/c1ccc(O)c(O)c1)c1ccc(CSc2cccc3cccnc23)cc1
→ -0.2	·	-4%	-5%	-28	35µM*	?	-3%
- CC(=O)NC(=S)Nc1ccccc1C(=O)NC1CCCCC1
→ -0.3	·	-1%	6%	-3	0%	-9%	-4%
- COc1ccc(-c2cc(C(=O)N3CCCC(C(F)(F)F)C3)c3ccccc3n2)cc1 (centres undefined)
→ 0.3	?	-7%	-3%	6	-14%	-6%	-1%
- COc1ccc(NC(=O)/C=C/c2ccc(C)o2)cc1S(=O)(=O)N1CCOCC1
→ 0.0	32%	-2%	-13%	-16	8%	-28%	11%
- CSCc1ccc(C(=O)NC(C)c2ccc(-n3ccnc3)cc2)cc1 (centres undefined)
→ -0.6	6%	-11%	-12%	-8	-22%	1%	5%
- Cn1cnnc1SCC(=O)NNC(=O)COc1ccc(Br)cc1
→ 1.2	7%	1%	7%	-3	5%	2%	-5%
- CCCC[n+]1c(C)sc2cc(OC)ccc21
→ -4.5	-20%	0%	-26%	-7	-25%	-17%	-1%
- CCN1CCN(c2cc(C)c3cc(NC(=O)c4ccc(OC)c(OC)c4)ccc3n2)CC1
→ -3.4	-11%&2%	-13%&0%	1%	0	0%	-30%	-7%
- COc1ccc(CCNC(=O)C2CC(c3cccc(F)c3)=NO2)cc1 (centres undefined)
→ 0.5	0%	0%	2%	?	1%	9%	-14%
- CC(C)(C)C(c1nc2ccccc2[nH]1)n1c(-c2cccc(S(C)(=O)=O)c2)nc2ccccc21 (centres undefined)
→ 0.8	3%	2%	0%	2	8%	-5%	2%
- O=C(c1ccco1)N1CCN(C(=O)c2cc3c(s2)-c2ccccc2OC3)CC1
→ -3.1	4%	-9%	-21%	-25	?	-6%	-7%
- CCOc1ccc(NC(=O)CN2CCN(CC(=O)Nc3ccc(C(N)=O)cc3)CC2)cc1
→ 2.4	25%	17%	17%	6	-3%	-3%[57.1 µM]	6%
- CC(C)CN(CC(C)C)C(=O)Cc1coc2ccc3ccccc3c12
→ -2.0	24%	8%	-22%	-3	3%	-5%	2%
- COC(=O)[C@@]1(Cc2ccc(F)cc2)[C@H]2c3cc(C(=O)N(C)C)n(Cc4ccccc4)c3C[C@H]2CN1C(=O)c1ccccc1
→ -0.4	?	4%	-10%	-3	?	-10%	1%
- COc1cc(C=O)ccc1OCc1ccncc1
→ -2.2	-4%	5%	-6%	1	-29%	-2%	10%
- CCn1c(SCC(=O)N/N=C/C=C\c2ccco2)nc2ccccc21
→ -3.7	38%	-14%	-19%	-22	?	-22%	-6%
- CC(=O)OC[C@@H]1CN(Cc2ccccc2)C[C@H](n2cnc3c(NC4CCC4)ncnc32)O1
→ -0.6	5%	-4%	3%	-1	4%	13%	-3%
- C=CCn1c(Cc2ccc(OC(C)C)c(Cl)c2)nnc1SCC(N)=O
→ -0.2	11%	?	-4%	1	3%	-11%	5%
- CCC(c1nnnn1-c1ccc2c(c1)OCCO2)N1CCN(c2ccc(C)cc2)CC1 (centres undefined)
→ -0.8	43%	-5%	-8%	12	-9%	0%	8%
- Cc1cc(C(F)(F)F)c(C#N)c(=O)[nH]1
→ -0.3	-5%	4%	-2%	3	-19%	-9%	5%
- Cc1c(NC(=O)OCCNC(=O)Nc2ccccc2)sc(=S)n1C
→ -0.1	16%	-10%	?	-10	17%	6%	1%
- CC(C)CCCN1C(Nc2ccccc2)=NC[C@@H]1Cc1ccccc1
→ -0.6	-11%	3%	-1%	0	-4%	2%	5%
- Cc1cc(C)nc(NCC(O)COc2ccccc2C)n1 (centres undefined)
→ 0.0	22%	3%	-2%	·	-8%	-1%	14%
- O=C(Cn1cc2c(n1)CCCCC2)Nc1ccccc1Br
→ -0.4	-11%	27%	4%	0	-2%	-4%	-1%
- CCC(=O)NNC(=O)CCC(=O)Nc1cccc(Cl)c1C
→ -0.1	-15%	-3%	-7%	15	-9%	2%[57.1 µM]	2%
- COc1ccc(CCC(=O)Nc2cccc(S(=O)(=O)N(C)C)c2)cc1OC
→ -0.5	9%	13%	-7%	3	3%	-2%	2%
- COc1ccc(CNC(=O)CN(Cc2cccs2)C(=O)CCC(=O)Nc2ccccn2)cc1
→ 1.4	15%	9%	-10%	0	-10%	-3%	5%
- COC(=O)c1cccc(NC(=O)c2ccc[n+]([O-])c2)c1
→ -1.7	-10%	2%	2%	0	0%	-2%	1%
- C#CCCc1ccccc1/C=[N+](/C)[O-]
→ 1.4	-2%	-15%	-10%	1	-3%	9%	-3%
- C=CCSc1nnc(NC(=O)C2CSC3(C)CCC(=O)N23)s1 (centres undefined)
→ -0.8	5%	?	-7%	-3	-6%	-7%	3%

Carrying on.
Compound	IL-2 act	FUS yeast rescue	Abeta yeast res	PLK1 PBD block	PI5P4Ka inh	EPAC1 antagonist	WRN inhibitor	EPAC1 agonist
CC(C)(C)NC(=O)c1ccc(COCC(F)(F)F)o1	3.1	-26%	1%	-13%	·	0%	-4%	6%
COc1cc(/C(C)=N/NC(=O)CN2CCN(S(=O)(=O)c3ccc(C)cc3)CC2)ccc1O	0.5	-30%	0%	-12%	-2	3%	4%	9%
Cc1c(C#N)sc(C(N)=O)c1C	-0.5	-8%	9%	-7%	0	-4%	1%	0%
CC(=N\Nc1ccccc1)/C(=N/O)C(=O)Nc1ccccc1	0.4	-10%	24%	-3%	-2	-9%	-2%	5%
Cc1ccc(S(=O)(=O)NCc2csc(C)n2)cc1	1.4	-2%	-3%	-15%	2	4%	2%	13%
N=C1N(c2ccccc2)C(=S)C(=Nc2ccccc2)N1c1ccccc1	-3.6	·	-9%	27µM*	-7	-17%	-20%	-4%
COc1ccc(Oc2ccccc2C#N)cc1	-1.2	3%	7%	-7%	3	-14%	0%	6%
O=C1NC(=O)/C(=C/c2ccccc2Cl)N1	-0.1	22%	20%	-26%	-6	-27%	2%	10%
C=CC[C@@H](CC(=O)N[C@@H](CO)Cc1ccccc1)C(=O)N[C@@H](C)COC(=O)[C@@H](CC=C)Cc1ccc(F)cc1	-0.6	18µM*	-3%	-11%	-2	5%	14%	-9%
CN(C)S(=O)(=O)N(CC(=O)N1CCN(c2ccccc2)CC1)c1ccccc1	0.2	13%	3%	-8%	1	-22%	-17%	5%
COc1cccc(N(CC(=O)Nc2cccc(C(C)=O)c2)S(C)(=O)=O)c1	-0.9	-21%	16%	-5%	0	10%	5%	-2%
Cc1ccc(S(=O)(=O)CCC(=O)OCC(=O)NC2CCS(=O)(=O)C2)cc1 (centres undefined)	-0.5	-3%	8%	2%	-6	-14%	-13%	-6%
CCN1C(=O)C(=Cc2cccc(OC)c2Oc2ccc([N+](=O)[O-])cc2[N+](=O)[O-])SC1=S	4.1	8%	-3%	-11%	1	-10%	-1%	3%
COC1OC2COC(c3ccccc3)OC2C(O)C1NC(C)=O (centres undefined)	-0.7	-21%	-1%	2%	-4	-2%	12%	-9%
COc1cc(C(=O)NCCCNc2ccc([N+](=O)[O-])cc2)cc(OC)c1OC	-0.9	·	3%	-2%	8	2%	-7%	-7%
CC1CN(C(=O)c2cccc(COc3ccc(Br)cc3)c2)CC(C)O1 (centres undefined)	-2.9	13%	-23%	-3%	8	1%	4%	-4%
CC(NS(=O)(=O)c1cn(C)c(=O)n(C)c1=O)c1ccccc1 (centres undefined)	0.2	-9%	-9%	-6%	-4	10%	-11%	1%
CC(OC(=O)CNC(=O)c1ccc(Cl)c(Cl)c1)C(=O)N1CCOCC1 (centres undefined)	-2.6	5%	5%	-2%	6	8%	14%	1%
Cc1cccc(N2CCN(C(=O)CNC(=O)c3cccc([N+](=O)[O-])c3)CC2)c1C	-1.3	19%	?	-5%	-9	-25%	-28%	1%
CCC(=O)NC(=S)Nc1ccc(NC(=S)NC(=O)c2ccccc2)cc1	-0.8	-30%	2%	-6%	-1	-4%	1%	-6%
CCOC(=O)[C@]12CCC=C1N(Cc1ccccc1)C(=O)[C@H](CC(=O)NCCC(C)C)C2	-0.4	25%	3%	-12%	8	-26%	-11%	-19%
C[C@@]12C(=O)Nc3ccccc3C(=O)N1[C@H]1c3cc(Br)ccc3OC[C@@H]1[C@@H]2c1ccccc1	0.2	16%	15%	-3%	-1	-8%	-8%	-1%
CCOC(=O)c1c(N)sc2c1CCN(CCc1ccccc1)C2	1.4	-1%	-14%	-11%	5	-8%	-1%	2%

High-throughput results deposited in PubChem BioAssay by National Center for Advancing Translational Sciences (NCATS).
